Compound activity as filed in PubChem.
TRPM1 prom inh = inhibitors of MITF-dependent TRPM1 promoter reporter, primary screen, cell-based, SK-MEL-5, single point, luciferase. AID 488899, 2010. SK-MEL-5 TRPM1 promoter luciferase, 24 h. hit rate 0.83% among 330,000. inhibition, % at 12.5 µM;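 active = mean inhibition across replicates of 60% or more, whatever share of single replicates reaches that level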; note: values of inactives mirror those of a sister screen read the other way
TWEAK Fn14 block = inhibitors of TWEAK-Fn14 signaling, primary screen, luciferase reporter cells, uHTS; inhibition, % at 10 µM; TWEAK-stimulated Fn14 reporter cells, luciferase luminescence, 8 h; AID 1159606, 2016; hit rate 2% among 360,000; in the data active = inhibition above about 50%
aDG glyco act = activators of alpha-DG glycosylation, primary screen, uHTS, Pro5-aDG cells, AlphaScreen; alpha-DG glycosylation AlphaScreen (IIH6); 0% Pro5, 100% B10-LARGE cell signal; activation, % at 10 µM; hit rate 0.22% among 360,000; AID 624168, 2012;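 active = activation of at least 8% versus controls, or a plate z-score of at least 8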;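 note: Pro5 are CHO cells carrying HIG-tagged alpha-DG that lacks glycosylation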
KKLEB cytotox = cytotoxicity in KKLEB CF airway cells, primary screen, cytotoxicity control for CF NF-kB inhibitor project, cell-based, uHTS, fluorescence assay plates; KKLEB CF airway cells viability, ATPlite luminescence, overnight; active compounds read low; cells stimulated with P. aeruginosa culture filtrate; activity change (cytotoxicity), % at 5 µM; hit rate 0.36% among 360,000;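 active = corrected activity change at or below -50% at 5 µM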
HIF-2a inh = HIF-2a reporter inhibitors, primary screen, luminescence, 786-0 RCC cells | 786-0 RCC cells HIF-2a reporter, luciferase luminescence, overnight | inhibition, % at 18.8 µM | hit rate 0.72% among 360,000;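 active = inhibition of the luminescence signal of 40% or more relative to plate controls, in a single-dose primary screen at 18.75 µM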
CF NFkB inh = inhibitors of PAF-induced NF-kB signaling, primary screen, cell-based, GFP fluorescence, uHTS; KKLEB NF-kB-GFP reporter, GFP fluorescence overnight; inhibition, % at 5 µM; hit rate 0.86% among 360,000; AID 588850, 2011;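 active = at least 50% inhibition at 5 µM, scaled per plate between neutral and stimulator controls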;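 note: PAF is a Pseudomonas aeruginosa culture filtrate used as stimulus; plate controls were PAF-stimulated DMSO wells for no effect and unstimulated DMSO wells for full effect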
NR2E3 ag-1 = NR2E3 agonists in two-hybrid cells, primary screen, cell-based, luminescence, CHO-S, Gal4-NCOR/VP16-NR2E3; inhibition of corepressor binding, % at 3.98 µM; Photoreceptor-specific nuclear receptor (Homo sapiens), Q9Y5X4; hit rate 0.35% among 360,000; AID 602229, 2012; luciferase;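 active = inhibition above the mean of all tested compounds plus 3 SD, cut at about 70% in these data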;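 note: 0% = DMSO with NR2E3 transfected cells and 100% = cells lacking NR2E3 construct; higher means lower luciferase signal from less NR2E3 corepressor binding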
Target sequence (Q9Y5X4 whole entry, looked up, the tested form may be a part): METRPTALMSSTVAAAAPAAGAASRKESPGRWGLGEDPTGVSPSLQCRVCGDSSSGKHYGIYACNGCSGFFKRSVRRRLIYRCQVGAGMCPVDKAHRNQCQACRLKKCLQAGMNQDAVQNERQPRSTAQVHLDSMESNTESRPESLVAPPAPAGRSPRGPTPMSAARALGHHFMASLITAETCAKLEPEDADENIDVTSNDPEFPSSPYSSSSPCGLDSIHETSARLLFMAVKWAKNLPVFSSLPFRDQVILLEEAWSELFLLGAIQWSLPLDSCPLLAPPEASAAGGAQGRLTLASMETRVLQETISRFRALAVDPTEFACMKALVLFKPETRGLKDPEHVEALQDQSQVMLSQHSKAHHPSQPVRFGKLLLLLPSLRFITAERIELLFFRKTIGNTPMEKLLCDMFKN
Shn3 inh set2 = reduction of Shn3 3'UTR firefly luciferase signal, primary screen, Schnurri-3 inhibitor project, cell-based, Clone20 osteoblasts, set 2; hit rate 0.52% among 360,000; AID 588674, 2011; inhibition, % at 12.5 µM; Clone20 osteoblast Shn3 3'UTR firefly luciferase, 24 h;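 active = mean inhibition of at least 75% with every replicate also reaching 75%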;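 note: 0% = median of neutral control wells and 100% = pilot-screen positive control compound; some compounds past the cut are filed as inactive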
iPSC survival up = enhancers of single-cell hiPSC survival, primary screen, ATPlite luminescence; 100% = ROCK inhibitor wells, 0% = DMSO; survival enhancement, % at 20 µM; hit rate 0.044% among 360,000; AID 602274, 2012; in the data active = survival enhancement above about 18%;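 note: cells exposed to compounds for 16 hours before the ATP read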
NR2E3 ag-2 = inhibitors of NR2E3-RetCOR corepressor binding, primary screen, NR2E3 agonist project, biochemical, TR-FRET, GST-NR2E3, biotin-RetCOR; Photoreceptor-specific nuclear receptor (Homo sapiens), Q9Y5X4; 1536-well; inhibition of corepressor binding, % at 4.78 µM; hit rate 0.12% among 320,000; AID 2300, 2010;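 active = percent inhibition above the cutoff of mean plus 3 SD of all tested compounds, set per screening campaign, cut at about 20% in these data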;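 note: 0% = DMSO wells and 100% = biotin wells as full block of FRET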
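System: GST-tagged NR2E3 plus biotinylated RetCOR corepressor; Amount: 1.35 nM GST-tagged NR2E3 final; Dosing: single nominal compound dose of 4.8 µM; Schedule: 5 h incubation at 4 °C; Technique: TR-FRET with europium anti-GST and streptavidin-D2, 340 nm excitation; Controls: biotin wells as high control, 0.6% DMSO wells as low control.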
Peg3 promoter = Peg3 promoter-driven luciferase inhibitors, primary screen, cell-based, HeLa, luciferase luminescence; HeLa PEG-Prom luciferase reporter, overnight; inhibition, % at 20 µM; hit rate 1.7% among 360,000; AID 588405, 2011;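 active = inhibition of at least 50% at 20 µM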
Numbers without * were called inactive; · = no result given.

nr	SMILES	TRPM1 prom inh	TWEAK Fn14 block	aDG glyco act	KKLEB cytotox	HIF-2a inh	CF NFkB inh
1	O=C1CCCC2=C1C1(CCCC1)N=C(Nc1nc3ccccc3o1)N2	·	0	-0.3	-6	-45	-4
2	Cc1cc(C)cc(-c2nnc(SCC(=O)NCc3cccs3)o2)c1	2	-27	1.6	10	-15	4
3	Cn1c(CCNC(=O)c2cc(COc3ccc(F)c(F)c3)on2)nc2ccccc21	-10	-24	-0.1	-2	-130	14
4	CCCCCCCNC1=CC(=O)CC(c2ccccc2)C1 (stereo not drawn)	-6	3	0.9	0	-74	-4
5	CCn1nc(C)cc1C(=O)Sc1ccc(C)cc1	-2	27	0.0	-19	-2	4
6	CCCCOc1ccc(NC(=O)CN2CCN(C(=O)OCC)CC2)cc1	0	-22	1.1	2	14	-6
7	O=C(/C=C/c1ccccc1)Nc1cccc(C(=O)NCCc2ccccc2)c1	-82	17	-0.2	-2	-207	6
8	OC[C@@H]1CN(Cc2ccc(F)cc2)C[C@H](n2cnc3c(NCc4ccncc4)ncnc32)O1	·	3	0.0	0	3	11

nr	NR2E3 ag-1	Shn3 inh set2	iPSC survival up	NR2E3 ag-2	Peg3 promoter
1	-10	4	1.7	·	11
2	3	-17	1.1	-1	11
3	-35	-22	0.2	3	-76
4	-102	54	0.1	1	-47
5	-34	13	-0.8	3	2
6	-5	7	-2.1	1	10
7	-48	-19	-1.3	·	-70
8	-29	6	-0.7	·	17

More structures.
nr	SMILES	TRPM1 prom inh	TWEAK Fn14 block	aDG glyco act	KKLEB cytotox	HIF-2a inh	CF NFkB inh
9	COc1cccc(NC(=O)COC(=O)/C=C/c2ccc(Cl)cc2Cl)c1	5	5	-0.3	12	-12	3
10	O=C(NCc1cccnc1)c1ccc2sc([C@H]3C[C@H](O)[C@@H](CO)O3)nc2c1	·	2	0.0	-1	12	3
11	COc1ccc(N2CCN(C(=O)Cn3cnc4c(cnn4-c4ccccc4)c3=O)CC2)cc1	21	-11	-0.2	1	24	13
12	CC1OC23CCCCC2C(C#N)(C(=N)O3)C1(C#N)C#N (stereo not drawn)	1	0	-0.1	-36	13	-8
13	O=S(=O)(c1ccccc1)N(Cc1ccccn1)Cc1ccccn1	2	-10	-0.1	-7	3	3
14	COc1cc(/C=N/NC(=O)c2nonc2C)ccc1O	-1	-17	0.9	4	-33	0
15	O=C(O)c1ccccc1C(=O)OCc1ccccc1	-8	-5	-0.2	8	-32	8
16	CC(C)COc1cccc(-c2cc(C(=O)N/N=C/c3ccncc3)c3ccccc3n2)c1	-15	-26	0.1	-18	-191	-50

nr	NR2E3 ag-1	Shn3 inh set2	iPSC survival up	NR2E3 ag-2	Peg3 promoter
9	-6	1	-0.4	-2	5
10	13	-15	1.4	·	-2
11	-6	12	-0.3	4	22
12	-25	-5	-0.3	1	6
13	-25	1	-0.6	1	3
14	-7	10	1.3	1	-24
15	-40	8	-0.2	1	-27
16	-2	-19	-0.4	·	-133

The list continues.
nr	SMILES	TRPM1 prom inh	TWEAK Fn14 block	aDG glyco act	KKLEB cytotox	HIF-2a inh	CF NFkB inh
17	CC(=O)Nc1ccc(S(=O)(=O)Oc2cccc(N3C(=O)C4CCCCC4C3=O)c2)cc1 (stereo not drawn)	5	5	0.3	-4	14	10
18	Cc1cccc(NC(=O)c2ccc(S(=O)(=O)N3CCCCCC3)cc2)n1	-28	-7	-0.4	12	-113	-11
19	Cc1ccc(-c2cc(Cc3cccs3)c(=O)[nH]n2)cc1	4	-10	-0.1	3	-25	9
20	COc1ccc(N2C(=O)CC(Cc3ccccc3)C2=O)cc1 (stereo not drawn)	-7	-8	0.0	-6	2	5
21	O=C1c2ccccc2C(=O)N1CCCn1ccnc1	-2	-6	0.0	8	11	15
22	FC(F)Oc1ccc(NC(=S)Nc2ccc3cn[nH]c3c2)cc1	-15	-19	0.2	-10	-39	12
23	Cc1onc(-c2c(Cl)cccc2Cl)c1C(=O)N(C)Cc1ccccc1	12	3	0.0	-4	13	-7
24	COC(=O)c1ccc(C2/C(=C(/O)c3ccc4c(c3)CC(C)O4)C(=O)C(=O)N2Cc2ccncc2)cc1 (stereo not drawn)	-3	-10	0.2	1	-11	17

nr	NR2E3 ag-1	Shn3 inh set2	iPSC survival up	NR2E3 ag-2	Peg3 promoter
17	25	1	0.6	0	-6
18	-15	-1	0.0	-1	-73
19	-12	·	1.1	2	-20
20	11	-5	-1.5	-2	-6
21	-6	1	1.0	1	17
22	-1	-19	0.5	-5	-25
23	-14	-40	-0.5	-4	18
24	-17	-13	1.8	3	-13

Following part.
nr	SMILES	TRPM1 prom inh	TWEAK Fn14 block	aDG glyco act	KKLEB cytotox	HIF-2a inh	CF NFkB inh
25	O=C(O)C(=O)Nc1ccc(NC(=O)C(c2ccccc2)c2ccccc2)cc1	-1	10	0.1	10	10	-4
26	O=C(Nc1ccccc1Br)c1cc[n+]([O-])cc1	-4	-5	-0.2	4	13	-2
27	O=C1C2CCCN2C(=S)N1Cc1ccccc1 (stereo not drawn)	2	17	0.0	5	14	5
28	CC(=O)N1CCN(C(=O)CCc2c[nH]c3ccccc23)CC1	0	-7	-0.1	3	8	-8
29	CC(C)(C)OC(=O)N1CCOCCOCCN(C(=O)OC(C)(C)C)CCOCC1	-3	-11	0.1	0	15	-4
30	CCn1c(COc2ccccc2)nnc1SCC(=O)Nc1cc(OC)ccc1OC	20	23	0.2	2	13	-4
31	O=C1N=C(N2CCN(c3ccccc3)CC2)S/C1=C/c1ccco1	-2	-13	0.0	-2	-71	-5
32	Cn1c(SCC(=O)OCc2ccccc2)nnc1-c1ccco1	-10	-18	0.0	-6	7	5

nr	NR2E3 ag-1	Shn3 inh set2	iPSC survival up	NR2E3 ag-2	Peg3 promoter
25	-32	18	0.0	·	-13
26	-33	6	-0.1	3	6
27	-30	5	0.5	-3	-7
28	-4	-22	-1.4	-1	-7
29	-5	2	-1.0	1	11
30	1	39	1.1	-2	9
31	-2	-17	0.7	-5	-26
32	7	-13	-2.2	-2	18

(continued)
nr	SMILES	TRPM1 prom inh	TWEAK Fn14 block	aDG glyco act	KKLEB cytotox	HIF-2a inh	CF NFkB inh
33	NC(N)=Nc1nc2cc([N+](=O)[O-])ccc2o1	-12	-12	-0.6	21	-92	-34
34	CCN1/C(=C/C(=S)Nc2ccccc2)Sc2ccccc21	-30	15	0.5	-4	-208	-6
35	COc1ccc(Br)c(Cn2c(C)c(C(=O)NCc3ccc4c(c3)OCCO4)sc2=O)c1	·	-3	0.1	8	8	1
36	COC(=O)[C@@]1(Cc2ccccc2)[C@H]2C(=O)N(C)C(=O)[C@H]2[C@H]2CN=C(SCc3ccc(Cl)cc3)N21	1	16	-0.3	0	0	6
37	COc1ccc(/C=N/n2c(-c3n[nH]c4c3CCC4)n[nH]c2=S)c(OC)c1OC	-4	13	-0.2	4	2	1
38	Cc1cc(Br)ccc1NC(=S)N1CCOCC1	-10	10	0.1	-2	-1	11
39	CSc1ccc(C2N=C(c3ccccc3)NO2)cc1 (stereo not drawn)	-48	39	0.0	2	-155	-9
40	Cc1cc(NC(=O)c2cnn3cccnc23)n(-c2ccccc2)n1	4	-2	0.2	-5	17	12

nr	NR2E3 ag-1	Shn3 inh set2	iPSC survival up	NR2E3 ag-2	Peg3 promoter
33	-8	-13	1.2	-2	-53
34	-94	16	-0.7	0	-251
35	-15	9	-3.4	·	7
36	-1	4	0.9	·	17
37	-23	-2	-0.2	0	14
38	-30	11	-0.1	-3	14
39	-120	-37	-0.3	-3	-322
40	-2	-7	-2.0	1	1

Additional entries
nr	SMILES	TRPM1 prom inh	TWEAK Fn14 block	aDG glyco act	KKLEB cytotox	HIF-2a inh	CF NFkB inh
41	O=C(NCc1ccccn1)c1ccc(Cl)cc1Cl	-32	-4	0.0	-5	-74	3
42	Cc1cccc(C)c1NC(=O)C(=O)NCCCN1CCOCC1	-2	-6	0.0	9	4	7
43	CN(C)S(=O)(=O)c1cc(NC(=O)CN2CCc3ccccc32)ccc1Cl	5	-4	-0.5	6	-60	1
44	Cc1cccc(CN2CCN(C(C)C(=O)NC(C)c3ccccc3)CC2)c1 (stereo not drawn)	-2	-16	0.1	2	4	-2
45	COC(=O)c1ccccc1NC(=O)c1cnn2c(C(F)F)cc(C3CC3)nc12	-12	0	-0.2	-9	28	23
46	CCOC(=O)c1nnn(-c2nonc2-n2cccc2)c1CN1CCC(C)CC1	20	14	0.0	1	13	13
47	O=C(COC(=O)c1c[nH]c2ccccc12)NCc1ccccc1	·	-25	-0.3	-4	5	-2
48	Cc1cc(N/N=C2\CC(C)CC(C)(C)C2)nc2ccccc12 (stereo not drawn)	2	8	1.3	1	-5	2

nr	NR2E3 ag-1	Shn3 inh set2	iPSC survival up	NR2E3 ag-2	Peg3 promoter
41	-35	-25	0.2	3	-58
42	4	-3	5.0	-1	10
43	-31	-9	-1.0	2	-9
44	-8	-8	-0.5	-2	11
45	4	0	2.5	2	24
46	-6	27	-2.4	3	29
47	-7	11	4.3	·	3
48	-21	-8	-3.0	0	1

Other entries:
nr	SMILES	TRPM1 prom inh	TWEAK Fn14 block	aDG glyco act	KKLEB cytotox	HIF-2a inh	CF NFkB inh
49	COc1cccc(NC(=S)N2CCc3cc(OC)c(OC)cc3C2)c1	8	-1	-0.1	-1	-37	6
50	COC(=O)Cc1ccc(NC(=S)NCCSc2ccc(C)cc2)cc1	10	-9	0.0	-6	27	8
51	CC1CCCCC1NC(=O)Cn1c(=O)oc2cc(S(=O)(=O)N3CCCC3)ccc21 (stereo not drawn)	·	-13	0.1	-2	1	20
52	CCOc1cc(C(=O)OCC(=O)Nc2cc(C)on2)cc(OCC)c1OCC	3	-26	0.4	-4	23	-4
53	S=C(NCCSCc1ccccc1Cl)Nc1ccccc1	-19	20	1.0	-25	-95	5

nr	NR2E3 ag-1	Shn3 inh set2	iPSC survival up	NR2E3 ag-2	Peg3 promoter
49	5	23	-0.2	0	2
50	33	1	2.5	0	15
51	-27	17	0.2	6	20
52	-9	-34	5.6	2	4
53	11	12	-2.2	1	-104
